DRD3 agonist – D3 dopamine receptor (human) agonism; D3R DiscoveRx beta-arrestin cells, luminescence, 90 min; 0.58% of 410,000 active; max activation, %; in the data active = max activation above about 30%; also: 0% is about no effect; mostly tested at two doses, the higher about 12 µM
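Agonist mode: compounds and dopamine controls were applied to plated cells for 90 min at 37 degrees C after an overnight attachment at 1500 cells/well. Luminescent read-out followed 30 - 60 minutes at room temperature with DiscoveRx detection reagent.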
GLP1R cytotox – cytotoxicity counter-screen for GLP-1 receptor inverse agonists. HEK293 cAMP-luciferase reporter cells, luminescence, 24 h. Potency, µM (doses to about 38.3 µM), without a hit: top-dose activity change, negative = inhibition, hits mostly inhibitors. 0.13% of 410,000 active;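 also: loss of luciferase light is scored as toxicity; potency is read from the fitted curve at half-maximal effect; % is scaled to controls: 0 for no effect and ±100 for the full control effect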
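MLSMR compounds, 24 hr on cells at 37 deg C/5% CO2; luminescence after luciferase reagent (12 min RT). Inhibition counted as the undesired cytotoxic outcome.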
WRN helicase inh – inhibitors of human WRN helicase | AID 651768 | WRN helicase unwinding, fluorescent forked duplex, kinetic | Potency, µM (top dose mostly 114 µM), for the others: at the top dose activity change, negative = inhibition, usual class: inhibitors | 0.46% of 360,000 active | Q14191; also: potency is read from the fitted curve at half-maximal effect; % is scaled to controls: 0 for no effect and ±100 for the full control effect; nearly all actives have a fitted effect of over 55% in size
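Primary qHTS, 1536-well format. 20 nM WRN + compound, 15 min RT; start with 100 nM forked fluorophore/quencher duplex, 2 mM ATP (final); kinetic read ex 525/em 598 nm.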
D3 antag – antagonists of human D3 dopamine receptor. P35462. D3R cells, DiscoveRx beta-arrestin luminescence, antagonist mode; active compounds read low. max response, negative = inhibition, %. 2.5% of 360,000 active. AID 652054; in the data active = max response below about -50%; inconclusive = no clear call, values can overlap the other calls; also: % is scaled to controls: 0 for no effect and ±100 for the full control effect; mostly tested at two doses, the higher about 12 µM
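Cells expressing the human receptor were seeded at 1500 cells/well, incubated overnight at 37 degrees C in 5% CO2, then exposed to library compounds with dopamine controls for 90 minutes at 37 degrees C before luminescent detection.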
GLP1R ag – agonists of human GLP-1 receptor; HEK293 GLP-1R CRE-luciferase, luminescence, 4-6 h; cells express a hypersensitive GLP-1R form; Potency, µM (highest dose often 45.6 µM), inactives show top-dose activation, hits mostly activators; 0.007% of 380,000 active; AID 624172; also: potency is read from the fitted curve at half-maximal effect; % of control where 0% means no effect
Target sequence (P43220 whole entry, looked up): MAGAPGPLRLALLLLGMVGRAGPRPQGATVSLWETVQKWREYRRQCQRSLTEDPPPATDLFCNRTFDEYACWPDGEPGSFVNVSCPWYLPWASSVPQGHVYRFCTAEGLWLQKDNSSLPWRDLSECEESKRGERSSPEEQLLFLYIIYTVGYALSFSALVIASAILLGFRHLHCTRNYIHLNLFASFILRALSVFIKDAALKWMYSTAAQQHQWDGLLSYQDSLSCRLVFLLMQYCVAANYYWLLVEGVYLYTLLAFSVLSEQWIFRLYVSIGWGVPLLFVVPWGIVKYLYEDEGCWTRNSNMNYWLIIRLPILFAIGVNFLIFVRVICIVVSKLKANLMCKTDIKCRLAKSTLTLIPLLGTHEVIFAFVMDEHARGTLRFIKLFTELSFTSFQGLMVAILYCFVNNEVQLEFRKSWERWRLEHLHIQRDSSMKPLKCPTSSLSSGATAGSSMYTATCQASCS
PI5P4K alpha inh – PI5P4K alpha (human) kinase inhibition | P48426 | PI5P4Kalpha enzyme, ADP-Glo luminescence, 60 min; active compounds read low | max response, % | 1.2% of 330,000 active; active = max response of -50% or lower; inconclusive = between -30% and -50%; inactive = -30% or higher; also: value at the top dose of about 77 µM; % is scaled to controls: 0 for no effect and ±100 for the full control effect
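Enzyme plus substrate dispensed, test compounds pinned in, then ATP (5 microM final) added. After 60 min at RT, ADP-Glo reagent 1 for 45 min and reagent 2 for 30 min preceded luminescence imaging.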
PLK1 PBD block – blocks phosphopeptide binding to human PLK1 polo-box domain. P53350. Plk1 PBD binding of FITC phosphopeptide, fluorescence polarization. Potency, µM, for the others: max response, negative = inhibition, usual class: inhibitors. 2.8% of 360,000 active. AID 720504; also: potency is read from the fitted curve at half-maximal effect; series mostly up to about 57 µM; % is scaled to controls: 0 for no effect and ±100 for the full control effect; nearly all actives have a fitted effect of over 65% in size
Target sequence (P53350 whole entry, looked up, the tested form may be a part): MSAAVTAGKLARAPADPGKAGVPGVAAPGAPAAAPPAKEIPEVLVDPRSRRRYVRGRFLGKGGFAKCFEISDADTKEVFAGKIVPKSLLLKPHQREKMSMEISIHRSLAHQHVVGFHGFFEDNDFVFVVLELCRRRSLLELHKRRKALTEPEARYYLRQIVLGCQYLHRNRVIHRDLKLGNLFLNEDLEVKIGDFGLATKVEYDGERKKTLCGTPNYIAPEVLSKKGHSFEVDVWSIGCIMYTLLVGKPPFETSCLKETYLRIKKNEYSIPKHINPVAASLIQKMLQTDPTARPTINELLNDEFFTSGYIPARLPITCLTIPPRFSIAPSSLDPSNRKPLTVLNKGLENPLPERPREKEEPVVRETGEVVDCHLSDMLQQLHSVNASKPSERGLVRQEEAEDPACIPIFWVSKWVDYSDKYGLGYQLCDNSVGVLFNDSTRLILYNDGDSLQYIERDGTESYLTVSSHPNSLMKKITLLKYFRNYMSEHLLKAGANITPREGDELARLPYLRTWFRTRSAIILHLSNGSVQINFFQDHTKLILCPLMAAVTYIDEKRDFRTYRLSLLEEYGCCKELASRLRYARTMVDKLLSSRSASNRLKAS
GLP-1R inv ag – GLP-1 receptor (human) inverse agonism. 1.6% of 410,000 active. HEK293 GLP-1R CRE-luciferase, luminescence, 24 h; GLP-1R form is constitutively active. P43220. Potency, µM (titrated, usually from 38.3 µM), for inactives: at the top dose activity change, negative = inhibition, most hits filed as inhibitors. AID 624417; also: potency is read from the fitted curve at half-maximal effect; % is scaled to controls: 0 for no effect and ±100 for the full control effect; nearly all actives have a fitted effect of over 55% in size
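HEK293 cells stably co-expressing constitutively active GLP-1R and a cAMP-responsive luciferase reporter were seeded in DMEM with 10% Nu serum, given compounds after 12 h, and incubated 24 h at 37 deg C. Luminescence was then read.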
IL2 activator – activators of IL-2; IL-2 activation reporter assay, cell-based qHTS; stimulated with anti-CD3/CD4/CD28 beads; in transgenic mouse T cells; activation, % (series mostly up to about 46 µM); 0.065% of 360,000 active; AID 652025; in the data active = activation above about 50%; inconclusive = mostly about 30% to 49%; also: 0% is about no effect
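Unstimulated transgenic mouse T cells; 60-min compound exposure; bead-based TCR/CD4/CD28 stimulation; 18 h culture, 37 degrees C; dual fluorescence (EGFP, DsRed) plate cytometry.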
Active calls of the source: *; ? = inconclusive; / = not tested or not shown; [ ] = another dose, or the depositor's remark. Unless noted, calls follow the shape of the dose curve; as a rule, active = well fitted curve in the direction sought with a large enough effect; inconclusive = small, poorly fitted or top-dose-only effect, or another doubt; inactive = no such curve, though single readings can be large; an effect the other way counts as inactive or inconclusive. Compounds as they come; overall some 7.8% were active at least once.

cpd	Compound	DRD3 agonist	GLP1R cytotox	WRN helicase inh	D3 antag	GLP1R ag	PI5P4K alpha inh	PLK1 PBD block	GLP-1R inv ag	IL2 activator
1	CC1CCN(S(=O)(=O)c2cn(C)c(=O)n(C)c2=O)CC1	1	-4%	3%	0	1%	-11	-3%	-5%	-0.7
2	COc1ccc(Nc2nc(-c3cccs3)nc3ccccc23)cc1	0	82%[activator]	-22%	12	7%	-6	-17%	?	-2.2
3	Cc1ccc(CCNC(=O)Cn2ncc3c(=O)oc4ccccc4c32)cc1	0	17%	/	/	1%	/	/	2%	/
4	O=C(Nc1ccccc1)N1N=C(c2ccc(F)cc2)CC1c1ccc(F)cc1 (centres undefined)	3	-24%	1%	-10	-19%	0	-2%	2%	-0.7
5	Clc1ncnc2c1oc1ccccc12	5	2%	18%	-8	4%	/	-9%	11%	0.5
6	COC(=O)c1ccc(C(NC(=O)OCc2ccccc2)/C(F)=C/[C@@H](C)C(=O)O)cc1 (some centres undefined)	0	-10%	-3%	21	2%	1	-6%	16%	-0.3
7	Cc1cc(=O)c(C(=O)O)c(C)n1-c1ccccc1	2	1%	-4%	-7	-3%	0	4%	-3%	-1.0
8	COC(=O)C1=C(N)Oc2c(oc(CO)cc2=O)C1c1ccccc1F (centres undefined)	10	-16%	2%	9	-8%	/	-1%	0%	-3.1
9	COc1ccc(C(CNC(=O)CNC(=O)c2cccc(C)c2)N2CCOCC2)cc1 (centres undefined)	2	-19%	-3%	-17	1%	7	-1%	5%	0.6
10	COc1ccc(CC(=O)NN2C(=O)c3ccccc3C2=O)cc1	2	-18%	1%	20	1%	-8	1%	14%	0.1
11	CCn1c(SCC(=O)Nc2cc(C)on2)nnc1-c1ccccc1	-10	14%	0%	-26	-2%	1	-11%	11%	-1.8
12	O=C(Nc1ccc(CN2CCOCC2)cc1)c1cc2ccccn2n1	-4	-13%	12%	1	-3%	2	-1%	?	-3.4
13	CC1CCc2c(sc(NC(=O)CSc3nnc(-c4ccccc4)o3)c2C#N)C1 (centres undefined)	-6	2%	-3%	-2	-18%	-9	-2%	12%	0.1
14	Cc1ccnc(NC(=O)c2ccc(COc3ccc(Cl)cc3)o2)c1	1	-10%	1%	13	-4%	-3	-5%	?	-0.7
15	COc1cc(C(=O)NNC(=O)CSc2nnc3ccccn23)cc(OC)c1OC	-5	3%	7%	-3	-4%	-3	-8%	4%	0.9
16	COCC(=O)Nc1nc2n(n1)C(c1ccccc1)CC(c1ccc(OC)cc1)N2 (centres undefined)	-1	462%[activator]	-3%	-13	2%	/	-27%	58%[activator]	-0.2
17	Cc1cc(Br)ccc1OCCCCN1CCC(C)CC1	-27	?	-32%	-76*	8%	-7	-8%	0%	-2.7
18	CCCOc1ccc(N2C(=O)CC(SCC(N)C(=O)OCC)C2=O)cc1 (centres undefined)	16	2%	-4%	0	0%	1	-5%	9%	0.1
19	C=CCN1C(=O)/C(=C\C=C2\N(C)c3ccccc3C2(C)C)SC1=S	-7	-8%	?	-20	15%	-3	?	?	2.3
20	COc1cccc(-c2cc(C(=O)Nc3c(C)nn(Cc4ccccc4)c3C)no2)c1	11	-6%	-4%	32	2%	/	-1%	?	0.2

Reprinted from the part before: 3 entries, followed by the next part.
cpd	Compound	DRD3 agonist	GLP1R cytotox	WRN helicase inh	D3 antag	GLP1R ag	PI5P4K alpha inh	PLK1 PBD block	GLP-1R inv ag	IL2 activator
18	CCCOc1ccc(N2C(=O)CC(SCC(N)C(=O)OCC)C2=O)cc1 (centres undefined)	16	2%	-4%	0	0%	1	-5%	9%	0.1
19	C=CCN1C(=O)/C(=C\C=C2\N(C)c3ccccc3C2(C)C)SC1=S	-7	-8%	?	-20	15%	-3	?	?	2.3
20	COc1cccc(-c2cc(C(=O)Nc3c(C)nn(Cc4ccccc4)c3C)no2)c1	11	-6%	-4%	32	2%	/	-1%	?	0.2
21	CCCCn1c(CNC(C)=O)nc2ccccc21	2	-13%	7%	-12	7%	-8	0%	-2%	-2.6
22	Cc1cccc(-c2nnc(-c3cccc(NC(=O)Cc4cccs4)c3)o2)c1	31*	-1%	-17%	34	-6%	/	1%	?	-0.9
23	O=C(NCCN1CCOCC1)c1ccccc1Cl	2	-14%	-5%	4	-7%	0	0%	24%	0.2
24	COc1cccc(CNS(=O)(=O)c2ccc3c(c2)CCN3C(=O)C2CC2)c1	6	-5%	2%	6	16%	8	1%	28%	0.0
25	CCC(Oc1ccc(F)cc1)C(=O)N1CCCCCCC1 (centres undefined)	7	12%	-9%	-3	-1%	-3	-16%	?	1.1
26	CC(C)[C@H](NC(=O)c1ccccc1F)C(=O)NNC(=O)c1cccs1	-2	-5%	11%	-20	2%	-5	-15%	-2%	-0.1
27	CCOP(=O)(c1ccc(N(C)C)cc1)C(O)c1ccccc1OC (centres undefined)	-4	-23%	6%	11	-10%	/	-4%	5%	-0.6
28	CC1(C)CC2C1CCC1(O)CC2(C)CCC1N(O)c1ccc(C(=O)NCCO)cn1 (centres undefined)	40*	-9%	-10%	30	-4%	0	-9%	?	1.3
29	COc1cccc(OC)c1CN(C)C(=O)c1cnccc1C(F)(F)F	2	25%	6%	1	7%	-1	-2%	11%	5.7
30	Cc1cc(C)nc(NS(=O)(=O)c2ccc(N=NN(C)C)cc2)n1	0	1%	9%	1	10%	0	2%	21%	-3.3
31	CCc1ccc(NC(=O)CCc2nnc3ccc(N4CCCC4)nn23)cc1	0	-1%	3%	9	3%	-1	6%	4%	1.3
32	O=S1(=O)CCO[C@H]2Cc3ccccc3[C@H]2N1Cc1cccc(Cl)c1	6	1%	-11%	-8	-1%	5	1%	0%	-2.7
33	Cc1ccn2c(=O)c(NC(=O)c3ccc(Br)o3)c(C)nc2c1	4	-10%	3%	6	10%	10	0%	-1%	0.7
34	O=C1CCC(c2ccccc2)N1c1ccccc1 (centres undefined)	4	-9%	7%	-2	7%	0	3%	1%	-3.0
35	Cc1ccccc1CN(c1ccc(C(=O)NCCC2=CCCCC2)cc1)S(C)(=O)=O	-11	-17%	-23%	-16	0%	2	-7%	-17%	-0.9
36	Cc1ccc(OCC(O)CN2CCN(Cc3ccc4c(c3)OCO4)CC2)cc1C (centres undefined)	-9	-11%	3%	-16	-24%	-4	-2%	?	0.0
37	CCCNNC(=O)C(O)(c1cccc(C)c1)c1cccc(C)c1	-3	-4%[1.53 µM]	-28%[57.1 µM]	-13	-9%	4	-7%	-11%	0.4
38	COCc1ccc(C(=O)Nc2ccc(C(=O)O)cc2)o1	-3	5%	1%	-22	5%	0	-18%	12%	-0.7
39	Nc1nnc(SCc2ccc(Cl)cc2)s1	-11	-3%	5%	0	7%	3	-8%	12%	0.9
40	CCCC(=O)c1c(C)c2ccccc2n1C	1	4%	1%	9	-4%	8	-12%	7%	1.7

cpd	Compound	DRD3 agonist	GLP1R cytotox	WRN helicase inh	D3 antag	GLP1R ag	PI5P4K alpha inh	PLK1 PBD block	GLP-1R inv ag	IL2 activator
41	CCOC(=O)N1CCN(C(=O)c2ccc(N(Cc3ccc(C)cc3)S(C)(=O)=O)cc2)CC1	-5	-6%	-8%	2	5%	/	-8%	-1%	-3.8
42	COc1ccc(N2CCN(S(=O)(=O)c3ccc(OC)c(C(=O)N4CCCC4)c3)CC2)cc1	3	-5%	-8%	7	3%	11	4%	-17%	0.3
43	COc1ccc2nc(NC(=O)CSc3cn[nH]n3)sc2c1	-3	0%	-9%	-9	5%	-13	3%	9%	0.0
44	COc1ccccc1CCNS(=O)(=O)c1cn(C)nc1C	9	-1%	7%	-2	-5%	0	-17%	-17%	0.4
45	Cc1ccc(C(C#N)N2CCOCC2)cc1 (centres undefined)	11	0%	9%	6	-10%	/	1%	-3%	-2.4
46	O=C(c1cnsn1)N1CCCC(Nc2ccc(F)c(F)c2)C1 (centres undefined)	-9	21%	-4%	?	-7%	0	-17%	-3%	-0.4
47	COc1ccccc1/C=N/N(C(C)=O)c1nc(-c2ccc(F)cc2)cs1	2	-10%	-6%	4	1%	14	-7%	-19%	-3.7
48	C[C@H](NC(=O)C1CCN(S(=O)(=O)c2ccccc2)CC1)C(=O)NCc1ccc(F)cc1	0	4%	0%	5	-5%	9	-3%	9%	-0.2
49	Nc1nonc1C(=O)NCCNCc1c(OCc2ccccc2F)ccc2ccccc12	-53	-23%	-6%	-55*	-3%	/	-1%	?	-2.4
50	O=C(NCc1ccco1)c1ccc(Cn2cc([N+](=O)[O-])cn2)o1	-10	6%	1%	-18	-4%	/	-9%	11%	-1.3
51	COC(=O)c1cn(C(=O)c2cc(OC)cc(OC)c2)c2ccccc12	-4	-14%	-10%	-10	2%	4	-3%	4%	2.1
52	O=[N+]([O-])c1ccc(NC(=S)NCc2ccncc2)cc1	-1	-5%	-3%	-6	1%	0	-21%	?	-0.4
53	CN(C(=O)/C=C/c1cnc2ccccc2c1)C1CCCCC1	-1	-3%	6%	-2	19%	-3	-13%	?	-2.1
54	Cc1ccc(S(=O)(=O)N2C[C@H]3[C@H]4C(=O)N(Cc5ccccc5)C(=O)[C@H]4CC(=O)[C@H]3[C@@H]2c2cccc3ccccc23)cc1	-2	-6%	-5%	-8	12%	2	-3%	1%	0.0
55	COC(=O)c1c(C(C)=O)cnc2ccc(Br)cc12	2	3%	-4%	-14	-2%	-6	-1%	14%	-0.4
56	COc1cc2cc(OC(C)=O)c3cc4c(cc3c2c(OC)c1OC)OCO4	-4	0%	-2%	0	3%	-10	-14%	29%	1.3
57	O=C(Cc1ccccc1)N1CCN=C1SCc1cccc([N+](=O)[O-])c1	5	-5%	0%	10	5%	0	5%	-8%	0.5
58	CCN1C(=O)c2cccc3c(S(=O)(=O)Nc4ccccc4OC)ccc1c23	-1	18%	0%	9	3%	2	5%	37%[activator]	-0.2
59	O=C(NCc1cccc(Cl)c1)C1CCN(c2nnc(N3CCCC3=O)s2)CC1	-13	-12%	7%	-21	-1%	2	-3%	-4%	-1.8
60	CC(/C=N/NC(=O)c1ccncc1)=C\c1ccco1	0	-3%	2%	-7	-2%	-5	-10%	-10%	0.2
61	COC(=O)c1ccc(CSc2nnc(-c3c[nH]c4ccccc34)n2C)o1	-3	-46%	3%	-17	2%	-2	0%	78%[activator]	0.3
